# Assay outcomes: PubChem, several laboratories
# EBNA-1 inh: blocks EBNA-1 binding to DNA | AID 1950 | hit rate 0.34% among 300,000 | EBNA-1 DNA binding, fluorescence polarization | inhibition, % at 14.8 µM; in the data active means inhibition above about 28%
# PP5 inh: inhibitors of human protein phosphatase 5 (PP5); purified PP5c, OMFP substrate fluorescence; inhibition, % at 6.7 µM; hit rate 0.18% among 320,000; AID 1987;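 active means inhibition above the campaign's mean inhibition across all tested compounds plus 3 SD, cut at about 9.5% in these data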;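 further: 0% = DMSO only and 100% = 100 µM cantharidin control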
# HCV core dimer: HCV core protein dimerization inhibition; inhibition, % at 5 µM; AID 1899; hit rate 0.33% among 300,000; TR-FRET GST/Flag-core106 dimerization, 1536-well;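 active means inhibition above the mean of all tested compounds plus 3 SD, set per screening campaign, cut at about 45% in these data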
#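 Assay system: Tagged HCV core106 pair (GST and Flag) | Buffer or medium: KF-containing HEPES buffer, pH 7.45, DTT, CHAPS, BSA | Also added: Eu donor and XL665 acceptor anti-tag antibodies | Dosing: One concentration, 5 µM, in 0.5% DMSO | Timing: 4 h at 22.5 °C | Technique: TR-FRET 671 and 617 nm emission | Repeats: Singlicate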
# ZTA DNA inh: ZTA (EBV) inhibition in EBNA-1 counter-screen; inhibition, % at 11 µM; ZTA-DNA binding, fluorescence polarization; P03206; hit rate 0.15% among 320,000; in the data active means inhibition above about 33%
# CTSL1 counter: blocks F. hepatica cathepsin L1 in PFM18AAP counter-screen. AID 1906. inhibition, % at 5.96 µM. hit rate 0.49% among 300,000. recombinant F. hepatica cathepsin L1, Z-Leu-Arg-MCA fluorescence;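 active means inhibition above the mean of all tested compounds plus 3 SD, set per screening campaign, cut at about 17% in these data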;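 further: 0% = plate median of test compound wells and 100% = 1 µM Z-Phe-Ala-diazomethylketone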
# Efflux pump inh: inhibitors of Candida antifungal efflux pumps expressed in yeast | S. cerevisiae Candida pump triplex, Nile Red efflux | hit rate 0.44% among 330,000 | inhibition, % at 10 µM;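 active means plate passing quality check with inhibition over a set limit, or well fluorescence over plate mean plus 4 SD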;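 further: Nile Red retained in pooled yeast measured as flow cytometry median fluorescence; 0% = buffer negative control and 100% = Enniatin B positive control; higher means more Nile Red kept so more efflux inhibition; some compounds called inactive have numbers as strong as hits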
# PP1 inh: counter-screen for PP5 inhibitors: inhibitors of human PP1-alpha; P62136; purified PP1alpha, OMFP fluorescence; inhibition, % at 6.7 µM; hit rate 0.9% among 320,000;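 active means inhibition above the mean inhibition of all tested compounds plus 3 SD, computed separately for each screening campaign, cut at about 15% in these data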
# Target sequence (P62136 whole entry, looked up): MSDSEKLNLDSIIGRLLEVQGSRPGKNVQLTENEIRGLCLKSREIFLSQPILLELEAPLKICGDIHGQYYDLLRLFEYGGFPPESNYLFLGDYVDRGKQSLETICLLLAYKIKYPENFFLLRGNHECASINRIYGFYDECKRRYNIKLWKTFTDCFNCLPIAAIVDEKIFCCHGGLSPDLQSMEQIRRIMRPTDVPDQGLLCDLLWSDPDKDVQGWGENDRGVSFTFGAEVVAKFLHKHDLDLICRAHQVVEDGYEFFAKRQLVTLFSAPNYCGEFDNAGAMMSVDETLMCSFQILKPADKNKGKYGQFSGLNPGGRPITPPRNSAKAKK
# TPT1 inhibitor: C. albicans TPT1 enzyme inhibition; recombinant caTPT1, FP RNA substrate dephosphorylation; inhibition, % at 5 µM; hit rate 0.81% among 300,000; AID 1962;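 active means inhibition above the mean of all tested compounds plus 3 SD, set per screening campaign, cut at about 24% in these data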;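 further: plate controls were DMSO alone for no effect and ferristatin control at 100 nM for full effect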
# PREPL inhibitor: inhibits the human prolyl oligopeptidase-like enzyme | inhibition, % at 5.96 µM | Q4J6C6 | hit rate 0.68% among 320,000 | AID 2751 | recombinant PREPL, fluorescence polarization activity-based probe; in the data active means inhibition above about 43%;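 further: 0% = enzyme with DMSO and 100% = wells lacking enzyme; many of its hits are not listed in these tables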
# Target sequence (Q4J6C6 whole entry, looked up): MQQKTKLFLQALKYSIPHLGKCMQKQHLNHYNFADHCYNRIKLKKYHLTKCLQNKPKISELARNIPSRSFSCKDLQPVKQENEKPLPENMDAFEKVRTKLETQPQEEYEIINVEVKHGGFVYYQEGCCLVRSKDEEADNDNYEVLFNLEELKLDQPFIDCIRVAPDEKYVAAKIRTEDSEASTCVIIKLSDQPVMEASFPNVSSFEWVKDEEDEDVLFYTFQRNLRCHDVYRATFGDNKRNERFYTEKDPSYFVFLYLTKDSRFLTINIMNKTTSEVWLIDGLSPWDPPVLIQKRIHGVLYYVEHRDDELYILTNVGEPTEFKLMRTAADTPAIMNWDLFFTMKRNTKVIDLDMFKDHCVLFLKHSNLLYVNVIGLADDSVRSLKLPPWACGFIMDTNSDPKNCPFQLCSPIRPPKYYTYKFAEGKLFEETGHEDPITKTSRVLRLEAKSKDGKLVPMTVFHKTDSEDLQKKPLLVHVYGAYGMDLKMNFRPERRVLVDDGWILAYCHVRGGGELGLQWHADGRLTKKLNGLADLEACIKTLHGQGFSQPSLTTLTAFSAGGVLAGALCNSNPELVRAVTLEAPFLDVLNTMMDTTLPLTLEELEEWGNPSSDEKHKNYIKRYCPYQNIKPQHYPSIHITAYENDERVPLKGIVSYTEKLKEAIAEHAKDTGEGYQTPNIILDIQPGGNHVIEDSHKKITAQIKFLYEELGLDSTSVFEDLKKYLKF
# * = called active by the depositor; nt = no result given.
# Fields: EBNA-1 inh	PP5 inh	HCV core dimer	ZTA DNA inh	CTSL1 counter	Efflux pump inh	PP1 inh	TPT1 inhibitor	PREPL inhibitor
COc1ccc(NC(=O)Cc2ccc(C)cc2)cc1S(=O)(=O)N1CCCCC1
    nt	0.1	nt	8.3	nt	0.0	-4.9	nt	20.9
c1ccc(CSc2nccc(-c3ccco3)n2)cc1
    4.1	4.3	1.9	3.5	-1.7	-0.1	-3.3	-1.3	11.6
Cc1cc(C)n(-c2ccc(F)cc2CN2CCN(C3CCCC3)C(CCO)C2)n1 (centres undefined)
    2.4	-0.1	0.3	4.7	-2.1	0.0	-5.8	-0.7	-5.8
CCOc1ccc2[nH]c(C)c(CN3CCN(C)CC3)c(=O)c2c1
    -2.7	1.4	4.7	2.5	-0.2	-0.1	-3.7	-4.5	-1.3
C1CC(CN2CCOCC2)CN(c2nc3nonc3nc2N2CCSCC2)C1 (centres undefined)
    2.8	0.6	-1.0	-4.3	-4.8	0.0	-8.0	2.6	7.1
Cn1c(=O)c2c(ncn2CCNC2=NCCCCC2)n(C)c1=O
    -3.9	-2.1	5.1	10.1	-1.8	-0.1	-4.6	-4.0	-0.9
CCOC(=O)C(NC(=O)CC(C)C)(Nc1cc(C)on1)C(F)(F)F (centres undefined)
    5.2	-0.3	-8.1	8.9	-2.1	-0.2	-1.0	1.0	7.6
O=C(Nc1ccc(C(=O)N2CCC(O)(c3ccc(Cl)c(C(F)(F)F)c3)CC2)cc1)c1ccc(Br)o1
    4.9	8.2	-0.1	6.6	2.6	0.1	5.9	0.6	-7.1
COc1ccc(-c2nn(-c3ccccc3)cc2CNCc2cccnc2)c(F)c1
    2.1	-1.2	1.3	2.4	-3.8	0.1	-5.3	-2.5	3.7
CCOC(=O)Cn1nc(/C=C/c2ccc(C(C)C)cc2)ccc1=O
    -6.1	5.9	5.3	2.3	2.8	0.2	1.9	-4.5	-3.2
Cc1nn(C)c(C)c1S(=O)(=O)N1CCC(C(=O)NC(C)c2ccccc2)CC1 (centres undefined)
    -2.8	-0.6	-1.2	-7.4	-0.5	-0.2	-2.2	0.0	-7.8
OCCN(Cc1ccccc1)Cc1ccc(Cl)cc1
    -8.0	4.2	2.5	-19.3	2.8	0.0	5.3	-2.1	10.9
CCCOCC1CC2(CC(C)(c3csc(N)n3)OC2=O)C(=O)O1 (centres undefined)
    11.5	0.4	-3.6	2.8	-1.5	0.1	-3.9	-0.4	6.1
COc1ccc(N(CC(=O)Nc2cc(C)ccc2C)S(=O)(=O)c2c(C)nn(C)c2C)cc1
    16.4	-0.1	8.2	4.9	-2.6	0.1	-0.6	3.2	2.5
O=C(Nc1c2c(nn1-c1ccccc1)CS(=O)C2)c1ccc2c(c1)OCO2 (centres undefined)
    6.1	-1.6	3.7	8.7	1.4	0.0	-3.7	-0.6	0.5
Cc1cccc(N2C(=O)CS/C2=N\NC(=O)c2ccc(Cl)cc2)c1C
    3.3	2.4	2.9	-2.5	-3.0	0.1	-0.2	-1.7	1.2
O=C(NC(=S)Nc1ccc2[nH]c(=O)[nH]c2c1)c1cccc(F)c1
    0.9	1.3	-1.4	3.6	-2.2	0.1	1.1	1.3	-1.9
C=C(C)Cn1c(N)cc(=O)nc1SCC(=O)Nc1cccc(C(F)(F)F)c1
    -3.0	0.6	-9.2	9.5	1.4	0.0	-0.8	0.2	-8.6
CCc1cc(=O)oc2cc(OC(C)C(=O)NCC3CCC(C(=O)O)CC3)c(Cl)cc12 (centres undefined)
    -4.8	-0.1	-8.6	-0.8	5.0	0.1	0.8	-2.3	8.8
CCc1cc(=O)oc2cc(OCC(=O)N3CCC[C@H]3C(=O)O)ccc12
    1.5	-0.1	2.1	-9.7	-1.6	-0.1	-3.9	-4.0	4.3
O=C(CSCc1ccccc1)N=Nc1c(O)[nH]c2ccccc12
    -0.8	2.0	-5.6	2.3	-3.4	-0.1	-1.0	-2.2	-0.9
COc1ccc(N(C(C)C(=O)N(C)Cc2ccccc2)S(C)(=O)=O)cc1 (centres undefined)
    -0.8	-1.7	3.7	11.8	-1.6	0.0	-1.1	2.5	3.7
Cc1cc(C)c(C(=O)COC(=O)CNC(=O)c2ccccc2C)c(C)c1
    -0.8	0.3	-0.7	-5.0	14.4	0.1	-4.0	0.4	-8.3
O=C(NC1CCCC1)C(c1ccncc1)N(CC1CCCO1)C(=O)Cn1nnc(-c2cccs2)n1 (centres undefined)
    -3.2	-4.5	2.9	9.3	-1.9	0.1	-10.1	2.7	9.0
C#CC[N+](C)(C)CC#Cc1ccc(C)cc1
    -13.0	1.3	-0.2	0.6	7.0	0.3	-1.3	-1.2	10.0
Cc1sc2ncnc(N3CCOCC3)c2c1C
    2.0	0.8	5.1	-0.4	-2.8	0.0	-2.5	-2.5	-1.1
CCCNC(=O)C(Cc1cccc(OC)c1)NC(=O)c1ccc(C(C)(C)C)cc1 (centres undefined)
    nt	-0.4	nt	-5.1	nt	0.1	-1.3	nt	-1.0
Cc1cc(NC(=O)COC(=O)c2ccc(F)c(S(=O)(=O)N3CCOCC3)c2)no1
    5.1	2.2	-4.1	-31.5	-11.8	0.0	-1.3	-5.6	7.6
Cc1ccc(CSc2nnc(CS(=O)Cc3ccc(Cl)cc3Cl)n2C)cc1 (centres undefined)
    -15.7	2.8	-0.3	-14.8	-2.0	0.2	1.3	-2.0	8.6
Cc1ccccc1N1CC(C(=O)O)CC1=O (centres undefined)
    -4.2	2.0	-2.0	-18.2	2.4	-0.3	-1.2	0.4	-0.3

# Three structures already listed, sorted by heavy-atom count, smallest number first.
# Fields: EBNA-1 inh	PP5 inh	HCV core dimer	ZTA DNA inh	CTSL1 counter	Efflux pump inh	PP1 inh	TPT1 inhibitor	PREPL inhibitor
Cc1sc2ncnc(N3CCOCC3)c2c1C
    2.0	0.8	5.1	-0.4	-2.8	0.0	-2.5	-2.5	-1.1
O=C(NC(=S)Nc1ccc2[nH]c(=O)[nH]c2c1)c1cccc(F)c1
    0.9	1.3	-1.4	3.6	-2.2	0.1	1.1	1.3	-1.9
CCCNC(=O)C(Cc1cccc(OC)c1)NC(=O)c1ccc(C(C)(C)C)cc1 (centres undefined)
    nt	-0.4	nt	-5.1	nt	0.1	-1.3	nt	-1.0

# New compounds follow:
compound | EBNA-1 inh | PP5 inh | HCV core dimer | ZTA DNA inh | CTSL1 counter | Efflux pump inh | PP1 inh | TPT1 inhibitor | PREPL inhibitor
O=C(CSc1nc2ccccc2[nH]1)NCc1ccc2c(c1)OCO2 | 8.1 | -0.4 | -10.7 | 0.8 | -2.0 | -0.5 | 0.5 | -2.0 | 5.5
CS(=O)(=O)N(CC(=O)NCC1CCCO1)c1cc(Cl)c(Cl)cc1Cl (centres undefined) | -4.5 | -3.3 | -7.0 | -5.3 | 6.9 | 0.0 | -0.9 | -0.9 | 3.5
NS(=O)(=O)c1ccc(CCNC(=O)c2ccc(C#CC3(O)CCCCC3)cc2)cc1 | 2.4 | 1.2 | 3.3 | -15.9 | 1.9 | -0.1 | 2.3 | 0.4 | 9.3
CSCCC(NC(=O)c1ccc([N+](=O)[O-])cc1Cl)C(=O)OCC(=O)C12CC3CC(CC(C3)C1)C2 (centres undefined) | 3.5 | 4.3 | 10.5 | 3.4 | 6.2 | 0.1 | 8.9 | 3.6 | -15.4
Cc1c(-c2ccccc2)oc2c(C(=O)OCC(=O)Nc3ccc(C(N)=O)cc3)cccc2c1=O | 0.8 | 0.8 | 0.5 | 17.9 | -3.8 | -0.4 | 2.5 | -3.6 | -8.3
CCCNC(=O)c1ccc(C)c(NC(=O)C2=C(C)OCCS2)c1 | -21.2 | -1.0 | -4.5 | -7.2 | -2.0 | 0.0 | 1.4 | 0.4 | 5.3
COCCOC(=O)c1c(C)oc2ccc(OC(=O)c3c(OC)cccc3OC)cc12 | -6.7 | 4.5 | 3.1 | -14.4 | 1.1 | 0.0 | 1.1 | 0.8 | -6.6
O=C(Nc1ccc2c(c1)OCO2)c1cc(-c2cccc(O)c2)on1 | -10.3 | -1.1 | 5.2 | 1.7 | -3.1 | -0.1 | 4.0 | 2.2 | 11.8
O=C(CCCc1nc(-c2ccc(Cl)cc2)no1)N1CCOCC1 | -2.7 | 0.3 | 2.1 | -6.5 | -0.8 | -0.2 | -1.7 | -3.8 | 0.6
CCOC(=O)N1CCN(S(=O)(=O)c2ccc(C)c([N+](=O)[O-])c2)CC1 | -5.4 | -1.6 | 3.1 | 4.1 | 0.4 | 0.2 | 0.1 | 7.1 | 5.3
CCOc1ccc(NC(=O)c2nc(SCC)ncc2Cl)cc1 | -1.8 | 0.8 | -2.0 | -18.2 | 5.2 | -0.5 | -5.3 | 1.2 | 15.9
CNC(=S)NNC(=O)CSCc1c(Cl)cccc1Cl | 5.3 | 2.2 | -2.8 | -7.3 | -6.0 | 0.1 | -4.9 | -0.6 | -3.5
COC(=O)c1ccc(N=NNc2cccc(Br)c2)cc1 | 11.1 | -0.3 | 0.6 | 16.0 | 2.6 | 0.1 | 0.5 | 4.0 | -8.8
O=[N+]([O-])c1cnn2cc(Br)cnc12 | 2.6 | -1.9 | -2.7 | 1.0 | 3.7 | -0.2 | -0.8 | -1.2 | 2.6
O=C(CNC(=O)c1ccco1)Nc1ccc2c(c1)OCCO2 | 2.3 | -0.2 | 1.1 | 3.2 | 0.4 | 0.1 | -6.8 | -0.4 | 1.7
Cc1cccc(C)c1C(=O)N[C@@H](Cc1ccccc1)C(=O)O | -14.9 | -3.0 | -10.1 | -7.9 | -10.4 | nt | -6.5 | -2.4 | 4.7
O=C(NCc1ccccc1)N1CCC(CO)(Cc2cccc(F)c2)CC1 | -1.2 | 0.1 | -1.4 | 8.7 | 1.6 | -0.1 | 0.4 | 3.4 | -4.6
COc1ccc(N(CC(=O)N/N=C(\C)c2ccc(OC)c(OC)c2)S(=O)(=O)c2ccccc2)cc1 | -4.6 | 0.2 | 2.2 | -7.3 | 2.6 | -0.1 | 0.8 | -4.4 | -3.2
CCCc1cc(=O)[nH]c(SCC(=O)Nc2c(C)cccc2C)n1 | -6.7 | 0.7 | -2.2 | -3.3 | -3.1 | 0.0 | -5.8 | -3.1 | 5.3
CC1CCCCC1NC(=O)CN(C)S(=O)(=O)c1ccc2c(c1)CCC(=O)N2 (centres undefined) | 17.2 | 1.7 | -0.2 | 0.4 | -3.9 | 0.0 | 0.5 | 3.6 | 0.0
O=C(Nc1ccccc1)c1cc2ccccc2c(=O)s1 | -13.8 | -0.1 | -2.4 | -17.8 | 4.4 | 0.5 | 2.3 | 0.3 | -4.4
Cc1ccccc1OCC(=O)NNC(=O)Cc1ccc(S(=O)(=O)N2CCOCC2)s1 | 0.0 | 0.4 | -1.1 | -12.3 | -18.9 | -0.1 | -3.7 | 2.5 | 3.5
CC1=C(C)CC(C(=O)NC(C)CCc2ccccc2)C(C(=O)O)C1 (centres undefined) | -2.5 | -2.0 | 3.8 | 8.6 | -3.3 | -0.2 | -4.2 | -0.4 | -4.1
CC(C)c1ccc(NC(=O)CCNS(=O)(=O)c2cccc3nonc23)cc1 | 9.1 | 2.5 | 4.4 | 4.6 | -1.5 | -0.1 | -2.4 | 0.5 | 5.3
CCOC(=O)c1sc(S(C)(=O)=O)c2c1CCc1conc1-2 | 4.1 | 1.2 | -1.4 | 16.4 | 42.3* | 0.1 | -2.4 | -0.4 | -5.0
O=C(CCNS(=O)(=O)c1ccc(Br)cc1)Nc1cccc(F)c1 | -0.1 | 2.1 | 6.2 | -16.2 | -0.6 | 0.0 | -2.5 | -2.7 | -34.2

# This is a subset (hit frequency here may not be typical).
